SENP1 inh – blocks the human SENP1 SUMO protease catalytic domain | recombinant SENP1 catalytic domain, CyPet-SUMO1-YPet FRET cleavage | inhibition, % at 10 µM | Q9P0U3 | hit rate 0.21% among 360,000;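 active means inhibition at least 30% at 10 µM, raw YFP signal under a set limit, fluorescence ratio 0.5 to 1.5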;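 further: 0% = enzyme with DMSO and 100% = no enzyme wells; some results filed as inactive read as strong as hits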
Target sequence (Q9P0U3 419-644 limits assumed): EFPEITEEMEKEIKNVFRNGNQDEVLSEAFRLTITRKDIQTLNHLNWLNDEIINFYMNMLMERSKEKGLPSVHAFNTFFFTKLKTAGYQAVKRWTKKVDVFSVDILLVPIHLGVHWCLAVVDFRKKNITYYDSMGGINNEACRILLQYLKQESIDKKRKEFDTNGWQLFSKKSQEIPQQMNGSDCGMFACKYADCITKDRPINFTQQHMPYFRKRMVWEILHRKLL
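material = recombinant human SENP1 catalytic domain, His6-tagged | quantity = 20 pM enzyme | reagent = 25 nM SUMO1 FRET substrate | compound dosing = 10 µM single point, 0.5% DMSO | timing = 50 min enzyme reaction, room temperature, light-protected | detection = FRET, CFP and YFP emission | control set = no-enzyme low, enzyme-DMSO high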
HKDC1 inhibitor – inhibitors of human hexokinase HKDC1; inhibition, % at 20 µM; hit rate 0.16% among 340,000; Q2TB90; recombinant HKDC1, G6PDH/diaphorase resazurin coupled fluorescence;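 active means inhibition above about 35% when tested at 20 µM, limit read from the data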;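 further: plate controls were DMSO wells with enzyme for no effect and DMSO wells lacking enzyme for full effect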
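Assay system: in-house recombinant HK5 (HKDC1) enzyme. Input: HKDC1 at 5 µg/mL. Medium: Tris pH 8.0 buffer with MgCl2, Tween-20, BSA, BME. Dosing: single 20 µM dose. Schedule: 90 min reaction incubation at room temperature, dark. Signal: resazurin-to-resorufin fluorescence via G6PDH and diaphorase coupling, 525/613 nm. Controls: DMSO-enzyme wells negative, buffer-substituted wells positive.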
NLRP3 yeast inh – NALP3 inhibition in yeast; Yeast reconstituted NLRP3/ASC/caspase-1, beta-gal luminescence, 24 h; inhibition, % at 10 µM; hit rate 0.39% among 330,000; AID 2825;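 active means inhibition of 50% or more; inactive means inhibition below 50%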;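 further: plate controls were induced DMSO wells for no effect and uninduced yeast grown without galactose for full effect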
SENP7 inh – inhibitors of human SENP7 protease | recombinant SENP7, Z-RLRGG-aminoluciferin luminescence, 40 min | inhibition, % at 5 µM | hit rate 1.5% among 330,000 | AID 434973;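 active means inhibition above about 50% at the single test dose, limit read from the data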;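 further: plate controls were DMSO with enzyme for no effect and no enzyme buffer wells for full effect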
PfG6PD inh – PfG6PD (Plasmodium falciparum) enzyme inhibition; inhibition, % at 20 µM; PfGluPho enzyme, NADPH resazurin-diaphorase fluorescence; AID 504690; hit rate 0.78% among 350,000;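 active means inhibition reaching at least a set limit at 20 µM in the primary screen, cut at about 59% in these data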;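 further: 0% = DMSO wells with substrate and 100% = DMSO wells lacking glucose-6-phosphate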
Apaf-1 inh – blocks human Apaf-1 apoptosome activity. reconstituted apoptosome caspase-3 activity, DEVD-Rh110 fluorescence. hit rate 0.71% among 330,000. AID 489030. inhibition, % at 20 µM. O14727; active means inhibition of at least 40% at 20 µM;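 further: plate controls were DMSO wells for no effect and DEVD-CHO caspase inhibitor wells for full effect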
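Material: reconstituted apoptosome with Apaf-1, cytochrome c, caspase-9, procaspase-3, dATP. Technique: Rh110 fluorescence intensity. Buffer or medium: pH 7.5 Hepes buffer with CHAPS, BSA, DTT. Times: 30 min plus 50 min, RT.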
SENP8 block-1 – SENP8 (human) protease inhibition; Q96LD8; recombinant SENP8, Nedd8 substrate fluorescence; hit rate 0.64% among 360,000; AID 602440; inhibition, % at 20 µM; in the data active means inhibition mostly above about 40%, no sharp cut-off; inactive means mostly below about 27%
Target sequence (Q96LD8 whole entry, looked up): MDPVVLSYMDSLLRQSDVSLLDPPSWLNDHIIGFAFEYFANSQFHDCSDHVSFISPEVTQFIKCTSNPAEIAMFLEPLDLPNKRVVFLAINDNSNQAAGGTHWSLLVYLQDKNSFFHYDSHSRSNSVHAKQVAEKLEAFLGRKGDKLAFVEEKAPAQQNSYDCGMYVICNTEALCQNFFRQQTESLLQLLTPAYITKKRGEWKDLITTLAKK
SENP6 inh – blocks the human protease SENP6; hit rate 1.8% among 330,000; Q9GZR1; inhibition, % at 10 µM; Recombinant SENP6 catalytic domain, aminoluciferin luminescence;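 active means inhibition above about 50% at the single tested dose, limit read from the data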;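 further: plate controls were DMSO wells with enzyme for no effect and DMSO wells lacking enzyme for full effect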
Target sequence (Q9GZR1 628-1112 limits assumed): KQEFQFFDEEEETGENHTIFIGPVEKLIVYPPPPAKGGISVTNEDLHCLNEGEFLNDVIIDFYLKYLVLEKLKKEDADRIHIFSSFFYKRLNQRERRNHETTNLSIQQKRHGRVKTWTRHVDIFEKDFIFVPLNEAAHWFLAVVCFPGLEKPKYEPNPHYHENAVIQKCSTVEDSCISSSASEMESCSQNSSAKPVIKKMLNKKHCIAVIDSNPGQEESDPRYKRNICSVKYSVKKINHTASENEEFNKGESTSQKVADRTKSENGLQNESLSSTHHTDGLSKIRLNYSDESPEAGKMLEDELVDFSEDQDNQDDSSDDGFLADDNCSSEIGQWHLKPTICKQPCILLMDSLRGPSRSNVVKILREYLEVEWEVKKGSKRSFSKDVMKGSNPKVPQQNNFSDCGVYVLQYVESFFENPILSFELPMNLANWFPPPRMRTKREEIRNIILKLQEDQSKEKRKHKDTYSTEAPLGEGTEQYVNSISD
SENP8 block-2 – blocks the human protease SENP8. Q96LD8. purified SENP8, Z-RLRGG-aminoluciferin cleavage, luminescence. inhibition, % at 10 µM. hit rate 1.2% among 330,000. AID 2540; in the data active means inhibition above about 50%
* hit, by the source's call; . = no result given; & = joins results of further samples. Compounds as they come, and some 4.1% of all compounds hit somewhere here.

Values in the order: SENP8 block-1, NLRP3 yeast inh, HKDC1 inhibitor, SENP6 inh, Apaf-1 inh, SENP7 inh, SENP1 inh, PfG6PD inh, SENP8 block-2
1) CCCOc1nc(SCCC)nc2c1cnn2-c1ccccc1
    6.5, 1.4, 4.7, 7.3, 7.9, 9.0, 0.9, 6.3, -5.0
2) O=C(OCc1nc2scc(-c3ccccc3)c2c(=O)[nH]1)c1cccc([N+](=O)[O-])c1
    6.4, 6.4, -1.7, -8.1, 8.2, 2.6, 0.5, -0.4, 3.0
3) Cc1c(NC(=O)[C@@H](NC(=O)c2ccc(Cl)c([N+](=O)[O-])c2)C(C)C)c(=O)n(-c2ccccc2)n1C
    23.5, 3.9, -2.1, -22.0, 3.6, 6.2, 2.5, 14.7, -1.9
4) Cc1ccc(N2C(=O)c3ccc(N)cc3C2=O)cc1C
    -87.7, 20.0, 0.8, 64.7*, 7.4, 50.6*, -24.6, -7.1, 39.6
5) NCCc1cnc[nH]1
    -4.7&10.0, 12.4, -9.1&-1.2, 1.6, 7.0, 3.2, -5.3&-19.4, 5.3&-5.8, -1.1
6) Cc1ccc(CN2CC(C(=O)N3CCN(S(=O)(=O)c4c(F)cccc4F)CC3)CC2=O)cc1 (stereo not drawn)
    10.7, 2.2, 2.0, -25.3, 17.9, -0.4, 2.0, -0.5, 0.8
7) Cc1ccc(C)c(NC(=O)CSc2nnc(CNC(=O)c3ccco3)n2C)c1
    18.0, 7.8, -5.7, -3.0, 0.4, 9.0, -0.7, 4.4, 8.8
8) OC1(CNCc2cn[nH]c2-c2cc3ccccc3o2)CCCCC1
    -4.4, 5.8, 9.8, 3.0, 8.4, 9.9, 2.0, 0.4, -7.7
9) COc1cccc(NC(=O)COC(=O)C2=NN(c3ccccc3)C(=O)CC2)c1
    3.7, 16.1, 0.5, 0.0, -2.5, 2.6, 0.3, -0.7, 0.2
10) O=C1c2ccccc2S(=O)(=O)c2cc(C(=O)N3CCN(c4ccccc4)CC3)ccc21
    9.2, 27.6, -1.6, 7.3, 4.1, 8.4, 1.6, -3.0, 5.7
11) Cc1cccc(OCC(=O)N2CCN(c3nnc(-c4ccccc4)c4ccccc34)CC2)c1
    16.2, -6.7, 6.4, -21.2, 2.5, -4.4, 0.8, -2.0, -6.4
12) Cc1cccc(NC(=O)c2ccc(Cl)c(S(=O)(=O)N3CCCC3)c2)n1
    5.1, -32.1, -7.8, 16.9, 9.4, 9.1, -0.9, -8.8, -1.3
13) CC1CCN(C(=O)Cn2c(=O)n(-c3ccc(F)cc3)c(=O)c3sccc32)CC1
    18.3, 6.5, -4.9, 30.9, 7.8, 3.7, 1.0, -3.9, 0.3
14) COc1cccc(NC(=O)C(C)(C)C)c1
    10.3, 9.3, -5.2, -13.4, -8.0, 1.1, 2.0, 1.5, -5.0
15) Cc1ccc(S(=O)(=O)n2cccc2CO)cc1
    4.6, -15.7, -0.4, -3.4, -7.0, -1.4, 0.0, 5.1, -3.7
16) COc1ccc(Cn2c(=O)[nH]c3cc(C(=O)N4CCN(Cc5ccccc5)CC4)ccc3c2=O)cc1
    -1.8, -1.5, 6.2, 0.0, 30.0, 1.9, -0.8, 1.8, -3.1
17) Cc1sc2nc(CSCC(=O)N(CCC#N)c3ccccc3F)[nH]c(=O)c2c1C
    -30.1, 15.6, -1.9, -9.4, 10.5, -0.7, -0.4, 10.0, 1.1
18) O=C(Cc1cccc(NC(=O)C2CCCN(C(=O)C3CCCCC3)C2)c1)Nc1ccc(C(=O)N2CCCCC2)cc1 (stereo not drawn)
    8.1, ., 2.4, ., ., ., -1.2, 3.8, .
19) O=C1OCCN1CCN(CN1C(=O)CCC1=O)CN1C(=O)CCC1=O
    -6.2, 9.8, -6.7, 0.3, -6.4, 1.8, -0.9, -8.5, 5.1
20) O=C(NC1CCCc2ccccc21)C1CCCO1 (stereo not drawn)
    18.0, -3.6, 6.1, -3.0, -13.9, -0.1, 0.7, -3.1, -8.5
21) c1ccc(OCCOCCN2CCc3ccccc3C2)cc1
    10.6, 23.3, -7.4, 8.1, 10.5, 9.5, -0.6, -13.2, -8.6
22) CC(C)CCNC(=O)NC(=O)COC(=O)CNC(=O)C1CCCCC1
    5.2, 12.2, -7.9, -3.7, -11.7, 3.2, 1.6, 2.2, 5.2
23) COc1ccc(C)cc1S(=O)(=O)N(CC(=O)O)c1ccc(C)cc1
    8.1, 1.4, -3.2, 3.6, -7.7, -4.3, -0.6, -8.3, -5.5
24) CC(C)C(OC(=O)C1=Cc2ccccc2OC1)C(=O)NCC1CCCO1 (stereo not drawn)
    -101.7, ., 11.8, ., ., ., -63.2, 1.1, .
25) CCOc1cc(/C=C2\SC(=N)N(c3nonc3N)C2=O)ccc1OCCN1CCOCC1
    -28.1, 19.5, 7.9, -31.2, 0.0, 2.7, -16.6, 5.6, -4.5
26) COC(=O)C1=C(C)N(Cc2ccccc2)C(=O)N[C@H]1c1ccc(Br)cc1
    14.4, -8.6, 3.6, -8.5, 19.2, 12.4, 2.0, -14.6, -14.3
27) CN(c1ccc(C(=O)Nc2cccnc2)cc1)S(C)(=O)=O
    18.9, 21.2, 3.7, 10.8, -10.3, 0.3, 2.5, -1.1, 7.9
28) O=C1C=C(c2ccc3cc[nH]c3c2)C[C@@H](c2ccc3c(c2)OCO3)C1
    -9.2, 22.6, 0.2, 2.7, 3.7, -2.0, -15.3, -3.9, 2.2
29) S=c1[nH]nc(COc2ccccc2)n1/N=C/c1cccnc1
    15.4, 21.1, -14.4, -4.5, -5.2, 6.4, 0.3, 15.5, -0.2
30) CS(=O)(=O)N(CC(=O)NCCSC1CCCCC1)c1ccccc1
    9.6, 13.3, 4.9, -6.5, 2.1, 2.5, 2.5, -14.6, 4.9

Next section:
Values in the order: SENP8 block-1, NLRP3 yeast inh, HKDC1 inhibitor, SENP6 inh, Apaf-1 inh, SENP7 inh, SENP1 inh, PfG6PD inh, SENP8 block-2
31) COc1ccc(/C=C/C(=O)NC(=S)Nc2ccc(S(N)(=O)=O)cc2)cc1OC
    -129.4, 11.7, -4.1, 20.4, -25.7, 3.9, -18.2, -12.8, 3.1
32) Cc1ccc(NC(=O)COc2coc(CN3CCc4ccccc4C3)cc2=O)c(C)c1
    8.4, 21.5, -4.5, 2.9, 18.9, -0.1, -22.9, 16.2, 2.8
33) CC1CCCC(C)N1C(=S)SCC(=O)O (stereo not drawn)
    7.3, 15.2, 21.4, 1.2, -2.7, 3.4, 2.2, -32.8, 5.0
34) Cc1cc(=O)[nH]c(N2CCCC2)n1
    19.5, 7.3, -7.7, -11.0, -13.2, -2.9, -1.0, 10.6, 1.4
35) c1ccc(NCC2OCc3ccccc3CO2)cc1
    8.6, 13.3, -1.5, -3.1, -10.2, 3.7, -1.6, 10.3, -1.9
36) CC(=O)c1ccc(NC(=O)c2ccc(N3C(=O)c4cccnc4C3=O)cc2)cc1
    -9.6, 5.5, -3.5, -2.6, -9.0, -0.7, -0.5, 2.4, 6.0
37) Cc1nc(SCc2ccccc2)[nH]c(=O)c1CC(=O)OCC(C)C
    15.3, -3.8, -4.1, 19.5, 8.5, 3.8, 3.2, -8.8, 0.5
38) Cc1cnc(C(=O)OCC(=O)N2CCc3ccccc3C2)cn1
    16.0, -8.0, -7.8, 4.7, 0.5, 6.7, -0.7, -5.0, 3.1
39) CN(CC(=O)Nc1c(Cl)cccc1Cl)CC(=O)N(C)C1(C#N)CCCCC1
    -1.0, 11.2, -6.4, -22.0, 9.9, -4.9, 1.7, 2.2, -14.4
40) Nc1ccc(-c2sc(N)nc2-c2ccccc2)cc1
    -259.3, -5.4, 2.7, 6.7, 1.2, 5.3, -5.1, 11.0, 11.2
41) O=C(CSc1nc2ncc(Cl)cc2[nH]1)c1c[nH]c2ccccc12
    -7.4, 12.7, -0.4, -25.1, -12.2, -2.3, -4.0, 6.2, -7.6
42) C=C(c1ccccc1)c1ccccc1N
    11.1, -9.5, 3.3, -8.2, -7.8, 5.8, 0.2, 21.5, 1.3
43) CCOC(=O)C1=C(COC(=O)CCC(=O)c2ccc(C)cc2)NC(=O)NC1C (stereo not drawn)
    10.2, 13.5, -4.9, -8.9, -3.7, -4.1, -0.5, 4.7, 2.8
44) COc1ccc(C2c3cc(OC)c(OC)cc3CC3C(=O)OCC32)cc1OC (stereo not drawn)
    -8.1, ., -3.5, ., ., ., -0.9, -0.6, .
45) C=CCN(C(=O)Nc1ccc2oc(C)nc2c1)c1ccccc1
    -295.1, -2.2, 0.1, -10.2, 4.2, 3.5, 1.1, 32.1, -6.3
46) C/C(=N/NC(=O)CNC(=O)c1cccs1)c1ccco1
    5.7, 10.0, -4.0, -21.5, -9.0, -0.8, -0.9, -8.8, 1.4
47) CC1CC(C)CN(C(=O)c2cc3ccccc3o2)C1 (stereo not drawn)
    -13.5, 17.1, 3.0, 8.2, 16.6, 6.0, -5.2, -3.8, -7.8
48) CCOc1ccc2nc(SCC(=O)NC(=O)NCc3ccco3)sc2c1
    3.7, 20.7, 7.2, 0.8, 5.2, 0.9, -1.3, -1.0, 2.4
49) Cc1ccc(C)c(/C=C2\N=C(c3ccccc3F)OC2=O)c1
    -200.3, 9.1, 10.3, 21.4, -2.4, 4.2, -2.3, 8.7, 2.8
50) Cc1ccc2[nH]c(C(=O)O)c(-c3ccccc3)c2c1
    -280.4, -3.0, 1.5, 11.5, 3.0, 0.5, 0.7, -14.2, 1.5
51) COc1ccc2[nH]c(C)c(CCNC(=S)Nc3cccc(C)c3C)c2c1
    -302.2, -1.1, 2.3, 11.4, 10.3, 7.6, 6.1, -6.8, -4.4
52) N#CCc1c(C#N)c(N)nc(Nc2ccccc2)c1C#N
    -135.7, 5.1, -6.0, 1.4, -2.2, -9.5, -17.2, 3.7, -7.4
53) CCn1nnnc1-c1ccc(OC)c(S(=O)(=O)Nc2ccc(OC)cc2)c1
    10.6, 5.2, 3.8, -43.1, 1.6, -9.0, 1.4, -3.1, 7.0
54) Cc1nc(-c2ccc(NC(=O)C3CCCCC3)cc2)cs1
    11.9, 32.3, -7.6, 17.6, 2.1, 8.6, 0.2, 4.9, -5.6
